Lipid storage S3 = qHTS Assay for Lipid Storage Modulators in Drosophila S3 Cells; Drosophila S3 cells, BODIPY lipid droplet fluorescence, 18-24 h; cells fed with added oleic acid; Potency in µM for hits, for the others lipid storage change, negative = inhibition, % at the top dose, mostly 46.1 µM; actives 0.64% (n = 320,000); active means well fitted inhibition curve with a large enough effect in the signal ratio, with a control signal flat, not every such curve was filed as active; inconclusive means small, poorly fitted or top-dose-only effect, or effect the other way, or a change in a side signal; the % refers to the signal ratio
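Drosophila S3 cells got compounds at several concentrations plus oleic acid (400 uM solution). Laser-scanning cytometry with 488 nm excitation read lipid droplets at 500-530 nm and cells at 575-640 nm. Percent activity was relative to 20 uM Triacsin C.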
Lipid storage S3 cell count max = further read-out of Lipid storage S3, marked with its call; cell number change, %; measured here: cell count max response;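 cells counted by Cell Tracker Red CMTPX staining in the red channel; peak over a dose series mostly up to 46.1 µM; percent activity relative to internal control wells on each plate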
Numbers without * were called inactive; i = inactive; ? = inconclusive; / = no result given. On the % scale 0 is the no-effect control and ±100 the full control effect; potency means the concentration at half of the fitted maximal effect.

SMILES	Lipid storage S3	Lipid storage S3 cell count max
Cc1ccc(-c2nc3[nH]c(=O)cc(NC(=O)c4cccs4)n3n2)cc1	7.6%	25.8
COc1cc2c(cc1NC(=O)CSc1nnc(Cc3cccs3)n1C)oc1ccccc12	?	/
COc1cccc(-c2nn(C)c3sc(C(=O)Nc4ccc5c(c4)OCCO5)cc23)c1	?	/
Clc1cc2nc[nH]c2cc1Cl	?	/
COc1ccc(/C=C/c2nc(C)c(-c3ccccc3)c(=O)[nH]2)cc1OC	7.1%	8.4
CN(C)C(C)(C)C#CC(O)(c1ccccc1)c1ccccc1	?	/
Cc1cc([N+](=O)[O-])nn1CCCC(=O)Nc1cc(Cl)ccc1Cl	4.5%	9.7
Cc1nn(C)c(C(=O)Nc2cccc(CN3CCOCC3)c2)c1Br	-3.3%	4.8
CCCn1c(SC2C(=O)CC(C)(C)CC2=O)nc2c1c(=O)n(C)c(=O)n2C	3.2%	10.8
CC(C)OP(=O)(OC(C)C)C1(O)C(=O)Nc2ccccc21 (stereo not drawn)	7.6%	0.4
Cc1ccccc1NC(=O)Cn1c(CCC(=O)O)ccc1-c1cccs1	?	/
CCOc1ccc(OCC)c(NC(=O)CCCN2C(=O)c3cccnc3C2=O)c1	?	/
CN1CCN(c2ccc(NC(=O)c3ccc4c(c3)[nH]c(=O)n4Cc3ccc(F)cc3)cc2)CC1	?	/
Cc1nc(N2CCN(C(=O)c3ccco3)CC2)[nH]c(=O)c1C	?	/
COc1cc2[nH]c(C(=O)N3CCC(Cc4ccccc4)CC3)cc2c(OC)c1OC	?	/
O=C(c1ccc(Cl)c(S(=O)(=O)N2CCCC2)c1)N1CCN(c2ccccn2)CC1	i	/
COc1ccccc1C(=O)Nc1ccccc1N1CCCCC1	14.7%	11.6
CNC(=O)C1=C(C)NC(=S)NC1c1cc2c(cc1OC)CCCC2 (stereo not drawn)	23.1%	10.5
COc1cc(-c2nc(-c3ccccc3)c(-c3cccs3)[nH]2)cc(OC)c1OC	?	/
CCSc1nnc(-c2ccc(S(=O)(=O)N3CCOCC3)cc2)n1C	?	/
CN(C)S(=O)(=O)c1ccc(Cl)c(NC(=O)COC(=O)C2CCCO2)c1 (stereo not drawn)	4.8%	-0.1
CS(=O)(=O)n1nc(-c2ccccc2)nc1NCc1ccco1	-1.7%	0.7
Cc1cc(C)c(C)c(OC(=O)c2sc(Cl)nc2C)c1	-5.1%	-15.7
CC(C)Cn1cc(C(=O)N2CCN(c3ccccn3)CC2)c2c3ccccc3n(C)c2c1=O	9.9%	-19.7
O=C(Nc1ccc(F)c(F)c1)c1cccnc1	-6.1%	15.2

Reprinted at random: 6 records from the list
SMILES	Lipid storage S3	Lipid storage S3 cell count max
CC(C)OP(=O)(OC(C)C)C1(O)C(=O)Nc2ccccc21 (stereo not drawn)	7.6%	0.4
O=C(Nc1ccc(F)c(F)c1)c1cccnc1	-6.1%	15.2
Cc1ccccc1NC(=O)Cn1c(CCC(=O)O)ccc1-c1cccs1	?	/
Cc1cc([N+](=O)[O-])nn1CCCC(=O)Nc1cc(Cl)ccc1Cl	4.5%	9.7
CN(C)C(C)(C)C#CC(O)(c1ccccc1)c1ccccc1	?	/
Clc1cc2nc[nH]c2cc1Cl	?	/

5 structures out of the list, ordered by molar mass, highest first.
SMILES	Lipid storage S3	Lipid storage S3 cell count max
COc1cccc(-c2nn(C)c3sc(C(=O)Nc4ccc5c(c4)OCCO5)cc23)c1	?	/
CCCn1c(SC2C(=O)CC(C)(C)CC2=O)nc2c1c(=O)n(C)c(=O)n2C	3.2%	10.8
Cc1ccccc1NC(=O)Cn1c(CCC(=O)O)ccc1-c1cccs1	?	/
COc1ccccc1C(=O)Nc1ccccc1N1CCCCC1	14.7%	11.6
Clc1cc2nc[nH]c2cc1Cl	?	/

Further records follow.
SMILES	Lipid storage S3	Lipid storage S3 cell count max
O=C(Nc1cccc(-c2nnc(-c3ccco3)o2)c1)c1ccccc1	?	/
COc1ccc(NC(=O)CCCCCN2C(=O)CCC2=O)cc1Cl	?	/
CCCCOC(=O)c1ccc(NC(=O)CSc2nnnn2C)cc1	?	/
COc1ccc(NC(=O)c2ccc(OC(=S)N(C)c3ccc(OC)cc3)cc2)cc1	-4.4%	/
O=C(O)CC1(CC(=O)Nc2ccccc2N2CCOCC2)CCCC1	-8.2%	/
CCN(CC(=O)Nc1c(F)cccc1F)C(=O)c1ccc(S(=O)(=O)NCc2ccco2)cc1	?	/
O=C(Nc1ccccc1F)NC1CCCCCCC1	2.5%	/
CC(C)(C)C(=O)N1CCN(c2nc3ccccc3s2)CC1	?	/
CC(O)C(NS(=O)(=O)c1ccc(Cl)cc1)C(=O)OCC(=O)c1c[nH]c2ccccc12 (stereo not drawn)	i	/
COC(=O)c1ccc(C(=O)Nc2ccc3c(c2)C(=O)NC3=O)cc1	?	/
Cc1cc(NCCCO)n2c(nc3ccccc32)c1C#N	2.0%	3.7
COc1cc(C(=O)N(C)c2nnc(-c3cccnc3)s2)cc(OC)c1OC	i	26.1
Cc1c(NC(=O)C2CCCN2S(=O)(=O)c2ccc(Cl)cc2)c(=O)n(-c2ccccc2)n1C (stereo not drawn)	?	/
CC(C)(C)c1cc(CCC(=O)NCc2ccccn2)cc(C(C)(C)C)c1O	i	11.7
CNC(=O)Nc1cccc(-c2ccnc(C)n2)c1	4.7%	8.6
Cc1c(C(=O)N/N=C/c2cccs2)nc2ccccn12	-5.8%	-1.5
Cc1cc(C(=O)Nc2sc(C)c(-c3ccc(F)cc3)c2C(N)=O)no1	?	/
CC(=O)Nc1ccc(NC(=O)c2cc(-c3ccc(C)cc3O)n[nH]2)cc1	9.1%	8.1
CSc1nc(N)n2nc(-c3ccccc3)cc2n1	?	/
Cc1ccc(NC(=O)Cn2cc(C(F)(F)F)cc(Cl)c2=O)cc1Cl	-23.1%	-16.6

A portion of the results above, for reference:
SMILES	Lipid storage S3	Lipid storage S3 cell count max
CSc1nc(N)n2nc(-c3ccccc3)cc2n1	?	/
Cc1ccc(NC(=O)Cn2cc(C(F)(F)F)cc(Cl)c2=O)cc1Cl	-23.1%	-16.6

Entries of single compounds, quoted from the list.
COc1ccc(NC(=O)CCCCCN2C(=O)CCC2=O)cc1Cl in the list: Lipid storage S3 = ?; Lipid storage S3 cell count max = /
CN(C)S(=O)(=O)c1ccc(Cl)c(NC(=O)COC(=O)C2CCCO2)c1 (stereo not drawn) in the list: Lipid storage S3 = 4.8%; Lipid storage S3 cell count max = -0.1
Cc1ccc(NC(=O)Cn2cc(C(F)(F)F)cc(Cl)c2=O)cc1Cl in the list: Lipid storage S3 = -23.1%; Lipid storage S3 cell count max = -16.6

From PubChem BioAssay

Some of the compounds tested; the hit share may differ from the screen's.
